KB-V1 cytotox: kills drug-selected multidrug resistant KB-V1 cells; hit rate 3.4% among 400,000; Potency, µM (series often up to 46.1 µM), inactives show top-dose activity change, negative = cytotoxicity, hits mostly cytotoxic; KB-V1 MDR cells viability, CellTiter-Glo, 72 h; AID 1347076; note: potency is the fitted concentration of half-maximal effect; % is set by controls: 0 for no effect and ±100 for the full control effect; nearly all actives have a fitted effect of over 60% in size
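Cells of the MDR subline KB-V1 are plated, dosed with compound at multiple concentrations, and incubated 72 h at 37 degrees C; CellTiter-Glo is then added and luminescence read after 10 min.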
D3 antag: blocks the human D3 dopamine receptor. D3R cells, DiscoveRx beta-arrestin luminescence, antagonist mode; active compounds read low. max response, negative = inhibition, %. hit rate 2.5% among 360,000. AID 652054; in the data active = max response below about -50%; inconclusive = no clear call, values can overlap the other calls; note: % is set by controls: 0 for no effect and ±100 for the full control effect; mostly tested at two doses, the higher about 12 µM
Target sequence (P35462 whole entry, looked up): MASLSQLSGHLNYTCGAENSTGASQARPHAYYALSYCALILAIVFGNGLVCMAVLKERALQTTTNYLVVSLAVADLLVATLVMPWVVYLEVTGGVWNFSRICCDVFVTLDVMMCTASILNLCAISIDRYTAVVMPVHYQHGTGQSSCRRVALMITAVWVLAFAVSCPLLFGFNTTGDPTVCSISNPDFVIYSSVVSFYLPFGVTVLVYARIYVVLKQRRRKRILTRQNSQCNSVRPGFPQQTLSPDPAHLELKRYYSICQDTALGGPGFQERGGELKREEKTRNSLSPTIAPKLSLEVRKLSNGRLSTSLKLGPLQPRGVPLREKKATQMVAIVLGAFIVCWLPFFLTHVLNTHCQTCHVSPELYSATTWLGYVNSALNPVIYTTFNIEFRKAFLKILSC
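Cells expressing the human receptor were seeded at 1500 cells/well, incubated overnight at 37 degrees C in 5% CO2, then exposed to library compounds with dopamine controls for 90 minutes at 37 degrees C before luminescent detection.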
D3 ag: D3 dopamine receptor (human) agonism; max activation, %; AID 652048; D3R DiscoveRx beta-arrestin cells, luminescence, 90 min; hit rate 0.58% among 410,000; P35462; in the data active = max activation above about 30%; note: 0% is about no effect; mostly tested at two doses, the higher about 12 µM
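Cells at 1500/well, incubated overnight, then treated with pinned compounds (dopamine as control) for 90 min at 37 degrees C. DiscoveRx reagent added for 30 - 60 minutes at room temperature; luminescence read.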
GLP1R ag: activates the human GLP-1 receptor; P43220; hit rate 0.007% among 380,000; AID 624172; Potency, µM (series often up to 45.6 µM), for inactives: top-dose activation, usual class: activators; HEK293 GLP-1R CRE-luciferase, luminescence, 4-6 h; cells express a hypersensitive GLP-1R form; note: potency is the fitted concentration of half-maximal effect; % of control where 0% means no effect
Target sequence (P43220 whole entry, looked up): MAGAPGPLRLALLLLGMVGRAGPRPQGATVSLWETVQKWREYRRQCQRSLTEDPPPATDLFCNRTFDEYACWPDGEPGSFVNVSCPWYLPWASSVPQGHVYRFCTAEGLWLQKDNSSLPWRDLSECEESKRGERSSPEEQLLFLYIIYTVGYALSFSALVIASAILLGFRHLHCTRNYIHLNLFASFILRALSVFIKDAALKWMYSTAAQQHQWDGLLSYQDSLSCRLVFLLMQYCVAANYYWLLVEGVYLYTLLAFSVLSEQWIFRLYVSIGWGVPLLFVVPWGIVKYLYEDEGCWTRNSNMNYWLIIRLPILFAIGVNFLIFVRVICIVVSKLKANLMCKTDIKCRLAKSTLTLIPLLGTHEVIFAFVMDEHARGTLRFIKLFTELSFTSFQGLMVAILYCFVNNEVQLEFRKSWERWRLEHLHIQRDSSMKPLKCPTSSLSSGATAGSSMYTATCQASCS
GLP1R inv ag: inverse agonists of human GLP-1 receptor; P43220; HEK293 GLP-1R CRE-luciferase, luminescence, 24 h; GLP-1R form is constitutively active; Potency, µM (series often up to 38.3 µM), inactives show at the top dose activity change, negative = inhibition, hits mostly inhibitors; hit rate 1.6% among 410,000; AID 624417; note: potency is the fitted concentration of half-maximal effect; % is set by controls: 0 for no effect and ±100 for the full control effect; nearly all actives have a fitted effect of over 55% in size
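HEK293 cells stably co-expressing constitutively active GLP-1R and a cAMP-responsive luciferase reporter were seeded in DMEM with 10% Nu serum, given compounds after 12 h, and incubated 24 h at 37 deg C. Luminescence was then read.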
TDP-43 yeast inh: inhibitors of TDP-43 toxicity in yeast | TDP-43 expressing yeast growth rescue, BacTiter-Glo, 24 h | Potency, µM (doses to about 46.1 µM), for inactives: top-dose growth rescue (activation), actives largely listed as activators | hit rate 1.8% among 410,000 | AID 652104; note: potency is the fitted concentration of half-maximal effect; % of control where 0% means no effect; nearly all actives have a fitted effect of over 50% in size
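Yeast cells expressing TDP-43 under galactose induction are exposed to compounds for 24 hr at 30 deg C. BacTiter-Glo luminescence measures growth, so protective compounds score as activators.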
PTHR1 ag: activates the human parathyroid hormone receptor PTHR1; Potency, µM (titrated, usually from 115 µM), without a hit: at the top dose activation, hits mostly activators; HEK293 GP2 PTHR1 cells, GloSensor cAMP luminescence, 1 h; AID 743266; hit rate 0.075% among 410,000; Q03431; note: potency is the fitted concentration of half-maximal effect; nearly all actives have a fitted effect of over 55% in size; some results filed as inactive show a strong effect at the top dose; inactives centre near -15; many of its hits are not listed in these tables
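HEK-293-derived GP2 cells expressing PTHR1 and a GloSensor cAMP reporter, 3,000/well, plated overnight, given luciferin plus IBMX (each 0.5 mM as added) for 1 h at 37 °C, then compound for 1 h at 37 °C. Luminescence was read after 15 min at room temperature.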
HEK293 tox: cytotoxicity counter-screen for GLP-1 receptor inverse agonists | HEK293 cAMP-luciferase reporter cells, luminescence, 24 h | Potency, µM (highest dose often 38.3 µM), without a hit: top-dose activity change, negative = inhibition, actives largely listed as inhibitors | hit rate 0.13% among 410,000 | AID 624418;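 note: loss of luciferase light is scored as toxicity; potency is the fitted concentration of half-maximal effect; % is set by controls: 0 for no effect and ±100 for the full control effect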
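A 23 nL compound transfer followed 12 hours of cell culture at 37 deg C; exposure then lasted 24 hr. Luciferase assay detection reagent was dispensed and plates read for luminescence after a 12 min room-temperature wait.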
aSyn rescue: inhibitors of alpha-synuclein toxicity in yeast; Potency, µM (highest dose often 46.1 µM), for the others: at the top dose growth rescue (activation), actives largely listed as activators; hit rate 0.14% among 370,000; Yeast expressing alpha-synuclein, growth rescue, BacTiter-Glo, 24 h; AID 652106; note: potency is the fitted concentration of half-maximal effect; % of control where 0% means no effect; nearly all actives have a fitted effect of over 65% in size
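Galactose-induced alpha-syn yeast (OD600=0.02, raffinose-pregrown) + pinned cpd, 24 hr, 30 deg C; growth by BacTiter-Glo luminescence. Growth restoration scores as activation.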
* marks the source's active call; other numbers are inactive results; i = inactive; ? = inconclusive; nt = not tested or not shown; [ ] = dose if it differs, or a comment. Unless noted, calls come from the whole dose curve; as a rule, active = well fitted curve in the direction sought with a large enough effect; inconclusive = small, poorly fitted or top-dose-only effect, or another doubt; inactive = no such curve, though single readings can be large; an effect the other way counts as inactive or inconclusive. Some of the compounds tested (hit frequency here may not be typical).

Molecule	KB-V1 cytotox	D3 antag	D3 ag	GLP1R ag	GLP1R inv ag	TDP-43 yeast inh	PTHR1 ag	HEK293 tox	aSyn rescue
CC(=O)c1ccc(N2CCN(C(=O)C3CCN(S(=O)(=O)c4cccs4)CC3)CC2)cc1	-16%	8	3	4%	-30%	-1%	-24%	-3%	3%
CCOc1ccccc1N1CCN(Cc2cc3c(cc2[N+](=O)[O-])OCO3)CC1	-16%	?	-19	-1%	?	-12%	i	3%	-3%
CCOc1cc(C(=S)N2CCC(O)CC2)ccc1OS(=O)(=O)c1ccc(Br)cc1	?	23	9	4%	0%	-2%	-27%	-29%	-10%
Cc1nc(C)c(C(=O)NCc2ccccc2Cl)o1	21µM*	22	7	-12%	8%	1%	i	4%	0%
O=C(COC(=O)c1cncc(Br)c1)Nc1nc(-c2ccc(F)cc2)cs1	10%	7	5	-1%	24%	11%	-7%	-2%	-8%
Cn1ccc2c(N3CCC3)cc3c(c21)C1CCC3O1 (stereo not drawn)	14%	-4	-2	-3%	14%	24%	-18%	1%	-2%
CCCCn1c(N)c(N(CCOC)C(=O)c2ccc(S(=O)(=O)N3CCC(C)CC3)cc2)c(=O)[nH]c1=O	18%	-4	-2	1%	9%	-18%	-10%	8%	-1%
O=C(Nc1ccc(F)cc1)C1CC(=O)n2c(nc3ccccc32)N1 (stereo not drawn)	-11%	0	-7	-19%	14%	16%	-10%	-16%	2%
CC(C)c1ccc(-n2cccc2/C=C2/C(=N)N3C=CSC3=NC2=O)cc1	21µM*	20	-1	-6%	?	15%	-33%[inhibitor]	-7%[1.53 µM]	-10%
O=C(Nc1ccc2c(c1)CCC2)C1CCN(c2ncccn2)CC1	-3%	7	-3	0%	0%	26%	-2%[57.5 µM]	5%	0%
Cc1ccc(C)c(N2CCN(C(=S)NC3CCCCC3)CC2)c1	?	2	-2	-6%	2%	?	-13%	-9%	2%
Cc1cc(N)n(-c2ncnc3scc(-c4ccccc4)c23)n1	-13%	-1	1	-2%	0%	-14%	i	-6%	-5%
Cc1c(C(=O)O)cccc1-n1c(C)cc(/C=N/Nc2ccc([N+](=O)[O-])cn2)c1C	-2%	-30	-10	-1%	38%[activator]	-4%	-26%	-17%	-7%
O=C1NC(=O)C(CC(=O)N(Cc2ccco2)C2(C(=O)NC3CCCC3)CCCCC2)N1 (stereo not drawn)	28%	0	1	-1%	-4%	-4%	i	-8%	-2%
COC(=O)c1ccc2c(=O)n(CCCCCC(=O)N3CCN(c4cc(Cl)ccc4C)CC3)c(=O)[nH]c2c1	-12%	nt	8	nt	3%	-7%[9.22 µM]	i	-1%	nt
CC(=O)c1cccc(NC(=O)c2onc(C)c2Cl)c1	-1%	6	6	-2%	13%	19%	i	-24%	-9%
CC1CCN(S(=O)(=O)c2ccc3c(c2)N(CC(=O)NCCN(C)C)C(=O)CO3)CC1	-12%	nt	-13	0%	4%	16%	i	2%	-11%
CC(C)(C)OC(=O)CNC(=O)c1[nH]cnc1C(=O)N[C@@H](CCCCN)C(=O)OC(C)(C)C	2%	0	0	-3%	7%	-12%	11%	0%	13%
CCCCCC(=O)Nc1cc(S(=O)(=O)N2CCOCC2)ccc1N1CCCCC1	12%	6	3	24%	?	-13%	-15%	0%	-6%
Cc1cc(C)n(-c2nc3ccccc3c3nc(C)nn23)n1	11%	-13	-4	14%	52%[activator]	12%	13%	3%	1%
O=C(N/N=C/C=C\c1cccc([N+](=O)[O-])c1)c1ccccn1	8%	-3	13	4%	29%	?	-24%	3%	-10%
COC(=O)/C(C#N)=C(/Nc1ccc(F)c(Cl)c1)C(F)(F)F	4%	0	8	-1%	8%	-19%	-17%	-6%	1%
COc1ccc(Nc2nc(C)c(C(C)=O)s2)cc1	0%	-2	-4	21%	10%	?	-4%	-4%	-10%
CCN(CC)S(=O)(=O)c1cc(Br)ccc1OC	?	14	0	4%	-4%	23%	-14%[57.5 µM]	-25%	3%
CC1CCCCC1NC(=O)CCS(=O)(=O)c1cccc2nonc12 (stereo not drawn)	-4%	-18	0	-4%	0%	0%	i	-4%	1%

Rewritten as labelled records: 2 of the compounds above.
Cc1cc(N)n(-c2ncnc3scc(-c4ccccc4)c23)n1
  KB-V1 cytotox = -13%	D3 antag = -1	D3 ag = 1	GLP1R ag = -2%	GLP1R inv ag = 0%	TDP-43 yeast inh = -14%	PTHR1 ag = i	HEK293 tox = -6%	aSyn rescue = -5%

Cc1c(C(=O)O)cccc1-n1c(C)cc(/C=N/Nc2ccc([N+](=O)[O-])cn2)c1C
  KB-V1 cytotox = -2%	D3 antag = -30	D3 ag = -10	GLP1R ag = -1%	GLP1R inv ag = 38%[activator]	TDP-43 yeast inh = -4%	PTHR1 ag = -26%	HEK293 tox = -17%	aSyn rescue = -7%

More entries follow:
Molecule	KB-V1 cytotox	D3 antag	D3 ag	GLP1R ag	GLP1R inv ag	TDP-43 yeast inh	PTHR1 ag	HEK293 tox	aSyn rescue
COc1ccc(N(CC(=O)Nc2cccc(N(C)S(C)(=O)=O)c2)S(=O)(=O)c2ccc(C)cc2)cc1	3%	18	2	2%	?	7%	i	-10%	9%
CCn1nc(C)c(/C=N/NC(=O)Cn2cncn2)c1C	1%	-12	-8	1%	1%	-15%	-12%	20%	-3%
CN(C)C(=O)N(CCCN1CCOCC1)Cc1cccc2ccccc12	-12%	8	-3	-3%	0%	-16%	2%	-9%	0%
COC(=O)CSc1nc(NCc2ccccc2)nc(N(C)C)n1	0%	0	12	11%	-3%	nt	i	5%	7%
CCOCC(=O)Nc1cc(Cl)ccc1C	3%	8	7	-4%	2%	7%	i	-5%	0%
COc1ccc(NC(=O)[C@H]2O[C@@H]3OC(C)(C)O[C@@H]3[C@H]3OC(C)(C)O[C@H]32)c(OC)c1	-6%	nt	4	nt	0%	11%	-15%	-14%	nt
O=C(NCCS(=O)(=O)N1CCN(c2ccccc2F)CC1)c1ccc(Br)cc1	10%	-2	-5	-6%	1%	-13%	i	1%	-1%
CCc1ccc(C(C)NC(=O)c2cc(C)oc2C)cc1 (stereo not drawn)	-1%	3	0	-3%	?	13µM*	-28%[57.5 µM]	-2%	15%
CCc1nnc(NC(=O)CSc2nnc(CNc3cccc(Cl)c3)n2CC)s1	5%	5	12	-4%	7%	-6%	-10%[57.5 µM]	3%	3%
Nc1n[nH]c(N)c1N=Nc1cccc(F)c1	6%	-2	-7	1%	0%	6%	-13%	9%[1.53 µM]	0%
O=C(Nc1ccccc1Oc1cccnc1)C1CCCN(C/C=C/c2ccc(F)cc2)C1 (stereo not drawn)	nt	?	-36	5%	?	-13%	i	-8%	-1%
O=S(=O)(NCC(c1ccco1)N1CCN(c2ccccc2F)CC1)c1ccccc1 (stereo not drawn)	-14%	-5	-3	20%	?	-12%	-13%	17%	10%
COc1ccc(C(=O)Cn2nnc(-c3cccs3)n2)cc1	4%	-12	-4	1%	0%	3%	i	-10%	-4%
Cc1c(Cl)cccc1NC(=O)CSc1ncc2c(n1)-c1ccccc1N(C)S2(=O)=O	-8%	nt	4	nt	2%	11%	i	5%	nt
Cc1nn(CCC#N)c2[nH]c(=O)cc(C(F)(F)F)c12	-19%	16	3	-2%	3%	nt	-2%	-1%	1%
Cc1cc(C)c(S(=O)(=O)N(C)Cc2cnn(C)c2)c(C)c1	-11%	-5	4	8%	-2%	18%	-1%	-1%	5%
CC(C)(CSc1nncn1/N=C/c1ccco1)NS(=O)(=O)c1ccc(Cl)cc1	-3%	20	-7	5%	-4%	-6%	-4%[57.5 µM]	-5%	0%
Cc1ccc(C(=O)Nn2c(C)nc3ccccc3c2=O)cc1C	5%	21	0	-1%	-25%	11µM*	-17%	0%	-1%
CCOc1ccc(NC(=O)CN2CCN(CC(=O)Nc3ccc(Cl)c(C(F)(F)F)c3)CC2)cc1	-12%	3	30	-17%	?	-20%	-29%	?	-2%
CN1CCn2cnc(C(=O)N[C@@H](Cc3ccccc3)C(=O)OC(C)(C)C)c2C1=O	1%	-3	0	2%	0%	23%	-6%	-13%	1%
COc1ccc(/C=N/NC(=O)c2ccc(OC)c(OC)c2)cc1COc1c(F)c(F)c(F)c(F)c1F	-23%	1	4	8%	?	11%	i	-15%	0%
Cc1sc2ncnc(N3CCC(C(=O)NNC(=O)COc4ccc(Br)cc4)CC3)c2c1C	1%	60	27	5%	?	12%	-23%	-19%	3%
CCOC(=O)CSc1nc2c(c(=O)n1-c1ccc(OCC)cc1)SCC2	-17%	11	6	3%	8%	-31%[inhibitor]	i	?	6%
CCC(Oc1ccccc1)C(=O)Nc1cc(Cl)ccc1-n1cncn1 (stereo not drawn)	?	0	-3	3%	?	5%	i	-1%	22%
CCOC(=O)c1c(NC(C)=O)sc2c(OCC(O)CN(CC)CC)c(Br)ccc12 (stereo not drawn)	0%	0	-11	15%	?	-37%[inhibitor]	?	-30%	-4%

Further entries
Molecule	KB-V1 cytotox	D3 antag	D3 ag	GLP1R ag	GLP1R inv ag	TDP-43 yeast inh	PTHR1 ag	HEK293 tox	aSyn rescue
O=C(Nc1nc(-c2cc(F)ccc2F)cs1)c1cccc(N2C(=O)CCC2=O)c1	-1%	8	-5	-5%	12%	15%	-19%	5%	-5%
CCOc1ccc(CCN2C(=O)C(=O)N([C@@H](CC(C)C)CN3CCC[C@H]3CN3C(=O)C(=O)NC[C@@H]3Cc3ccccc3)C[C@@H]2Cc2ccccc2)cc1	?	-2	-6	0%	-17%	-17%	-29%	-20%	-4%
O=C(CSc1nc2[nH]ncc2c(=O)[nH]1)c1ccccc1	5%	7	0	2%	-13%	0%	-17%	8%	-6%
Cc1ccc(-c2csc(NCCn3c(-c4ccncc4)nc4cc(C(F)(F)F)ccc43)n2)cc1	-8%	2	13	-1%	6%	-5%	-29%	16%	-2%
CN(C)CCSc1nc2cc(S(=O)(=O)N3CCCCC3)ccc2o1	11%	5	-2	23%	?	13%	i	-3%	2%

Screening data as filed in PubChem.
